Source: PubChem
RXFP1 antagonist: qHTS Assay for Antagonists of the Relaxin Receptor RXFP1. Relaxin receptor 1 (Homo sapiens), Q9HBX9. HEK293-RXFP1, relaxin-stimulated cAMP HTRF, 30 min; hits give low values. activity change, negative = inhibition, % at 57.5 µM. hit rate 0.59% among 350,000;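 active means activity change of -60% or lower, but not beyond a set lower limit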
Target sequence (Q9HBX9 whole entry, looked up): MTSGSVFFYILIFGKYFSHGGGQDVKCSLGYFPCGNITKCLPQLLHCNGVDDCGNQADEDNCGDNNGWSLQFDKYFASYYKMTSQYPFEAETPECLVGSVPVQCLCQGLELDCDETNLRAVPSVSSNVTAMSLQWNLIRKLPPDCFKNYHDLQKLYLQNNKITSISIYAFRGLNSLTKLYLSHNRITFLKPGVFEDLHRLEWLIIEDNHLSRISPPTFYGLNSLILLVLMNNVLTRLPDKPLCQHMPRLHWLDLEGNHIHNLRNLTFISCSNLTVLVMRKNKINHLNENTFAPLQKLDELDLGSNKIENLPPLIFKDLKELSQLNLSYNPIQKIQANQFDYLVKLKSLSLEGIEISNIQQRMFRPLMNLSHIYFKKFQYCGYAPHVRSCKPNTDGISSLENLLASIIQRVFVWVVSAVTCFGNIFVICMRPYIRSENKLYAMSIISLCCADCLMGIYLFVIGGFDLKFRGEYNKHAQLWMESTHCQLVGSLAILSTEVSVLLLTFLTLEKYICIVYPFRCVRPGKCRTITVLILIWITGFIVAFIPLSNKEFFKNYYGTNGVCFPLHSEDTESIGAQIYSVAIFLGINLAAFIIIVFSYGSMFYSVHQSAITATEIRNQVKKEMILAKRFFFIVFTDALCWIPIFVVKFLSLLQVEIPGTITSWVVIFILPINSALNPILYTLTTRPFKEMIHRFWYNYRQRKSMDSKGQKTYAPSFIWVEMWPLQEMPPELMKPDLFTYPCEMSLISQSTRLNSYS
An asterisk follows results filed as active. On the % scale 0 is the no-effect control and ±100 the full control effect. This is a subset, so the mix of outcomes need not match the whole.

SMILES	RXFP1 antagonist
Cc1ccccc1NC(=O)Cc1nc(COC(=O)C(C)(C)Oc2ccc(Cl)cc2)cs1	4
O=C1c2ccccc2S(=O)(=O)N1CCCCN1CCN(c2ncccn2)CC1	6
Cc1ccc(C(=O)Nc2ccc3nc(C)sc3c2)o1	-2
COc1cc(C2(c3ccc(O)c(OC)c3)C(=O)N(C)c3ccc(Br)cc32)ccc1O	-37
COC(=O)c1nccnc1N	0
CN(C(=O)c1cccc(S(=O)(=O)NCc2ccccc2)c1)C1CCCCC1	-1
Cc1ccc(-n2c(C)cc(C(=O)OCC(=O)N3CCOCC3)c2C)cc1	-18
CCCCN(C(=O)C1COc2ccccc2O1)c1c(N)n(CCC)c(=O)[nH]c1=O (centres undefined)	7
COc1cc[n+]([O-])cc1[N+](=O)[O-]	-6
Cc1ccc(S(=O)(=O)N2C[C@@H](C)[C@]3(C2)[C@H](O)[C@H](OC(=O)NCc2ccco2)C[C@H]2C(=O)N(c4ccccc4)C(=O)[C@H]23)cc1	2
Cc1nc2n(c(=O)c1CCN1CCC(c3noc4cc(F)ccc34)CC1)CCC[C@H]2O	-9
COCC(C)n1c(C)cc(C(=O)CSc2nnc(-c3ccco3)o2)c1C (centres undefined)	-2
NC(=O)C1(Nc2ccc([N+](=O)[O-])cc2)CCCC1	-13
Brc1ccccc1OCCN1CCCC1	-8
CC1(C)N=C(c2ccccc2)C(c2ccccc2)=N1	7
CC(=O)Nc1cc2c(c(Cl)c1Cl)-c1ccccc1C2=O	10
CCOC(=O)Nc1ccc(C(=O)Oc2ccccc2)c(O)c1	-4
CCc1ccc(N2CC(C(=O)Nc3ccc(OC)c(S(=O)(=O)N4CCOCC4)c3)CC2=O)cc1 (centres undefined)	1
O=C(CCN1CCc2ccccc2C1)Nc1ccc(F)cc1	0
CC1CCN(C(=O)COC(=O)c2cc3ccccc3oc2=O)CC1	-12
C[C@@H]1CCCCO[C@H](CN(C)Cc2ccc3c(c2)OCO3)[C@@H](C)CN([C@H](C)CO)C(=O)c2cc(NC(=O)c3ccccc3)ccc2O1	-12
COc1ccc(S(=O)(=O)N2CCCCCC2)cc1C(=O)N1CCN(c2ccc(F)cc2)CC1	-1
CC(C)(C)c1ccc(S(=O)(=O)N2CCN(CC(O)CN3CCOCC3)CC2)cc1 (centres undefined)	-1
COc1ccc(S(=O)(=O)NCCC(=O)OCC(=O)NC2CC2)cc1	-6
CCc1ccc(NC(=O)CSc2nc(C)cs2)cc1	4
CC(C)[C@H](NC(=O)c1ccccc1F)C(=O)OCC(=O)NC1CC1	2
Cc1nn(-c2ccccc2)c(Cl)c1/C=N/NC(=O)c1ccco1	-1
COC(=O)c1ccc(NC(=O)CN2CCC(NC(=O)c3ccccc3F)CC2)cc1	1
CCc1ccc(C(=O)COC(=O)C2=NN(c3ccccc3)C(=O)CC2)cc1	10
CCOC(=O)/C(C#N)=N/Nc1ccc(S(=O)(=O)Nc2cc(OC)nc(OC)n2)cc1	2

In the list so far, 2 have an aryl thioether with sulfur outside any ring:
SMILES	RXFP1 antagonist
COCC(C)n1c(C)cc(C(=O)CSc2nnc(-c3ccco3)o2)c1C (centres undefined)	-2
CCc1ccc(NC(=O)CSc2nc(C)cs2)cc1	4

Next structures follow.
SMILES	RXFP1 antagonist
CCN(CC)C(=O)Cn1c(=O)n(Cc2ccccc2Cl)c2c1c(=O)n(C)c(=O)n2C	9
COC(=O)C1CCN(CC(=O)Nc2ccc3c(c2)OCCO3)CC1	21
O=C(c1cc(S(=O)(=O)N2CCOCC2)ccc1F)N1CCc2ccccc21	2
COC(=O)C1=C(C)NC(C)=C(C(=O)OC)C1C(=O)OCC(=O)NC1CCCCC1C (centres undefined)	-1
Cc1ccc(NC(=O)Cc2ccccc2)cc1S(=O)(=O)N1CCOCC1	-5
Cc1ccnc2nc(C(=O)OCC(=O)Nc3ccc4c(c3)OCCO4)nn12	-6
CC1=NN(c2ccccc2)C(=O)C1=Cc1ccccc1	-1
COc1ccc(-c2nc3c(c(=O)n(C)c(=O)n3C)n2CC2CC(c3ccccc3)=NO2)cc1OC (centres undefined)	1
O=C(Oc1ccc(/C=N/Nc2ccccc2)cc1)c1ccccc1	-30
COCCNC(=S)N(C)[C@H]1C[C@H]2c3cc(-c4ccccc4)ccc3CCN2C(=O)[C@H]1[C@H](C)O	-6
COc1ccccc1C(=O)OCC(=O)c1ccc(CNC(C)=O)s1	10
CC1CCCC(NC(=O)COC(=O)c2ccccc2C(=O)N(C)C2CCCCC2)C1C (centres undefined)	4
CC(=NNS(=O)(=O)c1ccc([N+](=O)[O-])cc1)c1ccc(C)cc1	2
O=[N+]([O-])c1ccc(NN=C(Oc2ccccc2)c2ccc([N+](=O)[O-])cc2)cc1	0
CC(C)CN(C(=O)CSc1nc(N)cc(N)n1)C1CCS(=O)(=O)C1 (centres undefined)	-9

By substructure: those above containing two or more sulfur atoms.
SMILES	RXFP1 antagonist
CCc1ccc(NC(=O)CSc2nc(C)cs2)cc1	4
CC(C)CN(C(=O)CSc1nc(N)cc(N)n1)C1CCS(=O)(=O)C1 (centres undefined)	-9

The listing picks up with the 3 entries that preceded the break.
SMILES	RXFP1 antagonist
CC(=NNS(=O)(=O)c1ccc([N+](=O)[O-])cc1)c1ccc(C)cc1	2
O=[N+]([O-])c1ccc(NN=C(Oc2ccccc2)c2ccc([N+](=O)[O-])cc2)cc1	0
CC(C)CN(C(=O)CSc1nc(N)cc(N)n1)C1CCS(=O)(=O)C1 (centres undefined)	-9
C[C@@H]1CN([C@@H](C)CO)C(=O)CCCn2nncc2CO[C@H]1CN(C)Cc1ccc(-c2ccccc2)cc1	-3
Cc1cc(NS(=O)(=O)c2ccc(NC(=O)c3ccc(Cl)nc3)cc2)nc(C)n1	5
C[C@@H]1CN([C@@H](C)CO)C(=O)c2cc(Br)cnc2O[C@H]1CN(C)C(=O)Nc1ccccc1	-5
O=C(O)c1ccc(C(S(=O)(=O)c2ccccc2)S(=O)(=O)c2ccccc2)cc1	-1
CC(C)(C)OC(=O)N1CCc2onc(-c3ccc(N)cc3)c2C1=O	6
N#Cc1ccc(OCC(=O)NNC(=O)C2CCCCC2)cc1	5
CC1CN(S(=O)(=O)c2cccc(C(=O)N3CCC(C(N)=O)CC3)c2)CC(C)O1 (centres undefined)	-11

A second format for some results above.
| canonical_smiles | RXFP1 antagonist |
| --- | --- |
| CC(C)(C)OC(=O)N1CCc2onc(-c3ccc(N)cc3)c2C1=O | 6 |
| N#Cc1ccc(OCC(=O)NNC(=O)C2CCCCC2)cc1 | 5 |
| C[C@@H]1CN([C@@H](C)CO)C(=O)c2cc(Br)cnc2O[C@H]1CN(C)C(=O)Nc1ccccc1 | -5 |
